# TcdB GH inh – TcdB glycohydrolase inhibitors, primary screen, biochemical, single point, plate reader; TcdB glycohydrolase enzymatic assay; inhibition, % at 9.99 µM; 350,000 compounds, 0.24% hits; AID 652162, 2013; in the data active means inhibition above about 10%
# Target sequence (P18177 whole entry, looked up): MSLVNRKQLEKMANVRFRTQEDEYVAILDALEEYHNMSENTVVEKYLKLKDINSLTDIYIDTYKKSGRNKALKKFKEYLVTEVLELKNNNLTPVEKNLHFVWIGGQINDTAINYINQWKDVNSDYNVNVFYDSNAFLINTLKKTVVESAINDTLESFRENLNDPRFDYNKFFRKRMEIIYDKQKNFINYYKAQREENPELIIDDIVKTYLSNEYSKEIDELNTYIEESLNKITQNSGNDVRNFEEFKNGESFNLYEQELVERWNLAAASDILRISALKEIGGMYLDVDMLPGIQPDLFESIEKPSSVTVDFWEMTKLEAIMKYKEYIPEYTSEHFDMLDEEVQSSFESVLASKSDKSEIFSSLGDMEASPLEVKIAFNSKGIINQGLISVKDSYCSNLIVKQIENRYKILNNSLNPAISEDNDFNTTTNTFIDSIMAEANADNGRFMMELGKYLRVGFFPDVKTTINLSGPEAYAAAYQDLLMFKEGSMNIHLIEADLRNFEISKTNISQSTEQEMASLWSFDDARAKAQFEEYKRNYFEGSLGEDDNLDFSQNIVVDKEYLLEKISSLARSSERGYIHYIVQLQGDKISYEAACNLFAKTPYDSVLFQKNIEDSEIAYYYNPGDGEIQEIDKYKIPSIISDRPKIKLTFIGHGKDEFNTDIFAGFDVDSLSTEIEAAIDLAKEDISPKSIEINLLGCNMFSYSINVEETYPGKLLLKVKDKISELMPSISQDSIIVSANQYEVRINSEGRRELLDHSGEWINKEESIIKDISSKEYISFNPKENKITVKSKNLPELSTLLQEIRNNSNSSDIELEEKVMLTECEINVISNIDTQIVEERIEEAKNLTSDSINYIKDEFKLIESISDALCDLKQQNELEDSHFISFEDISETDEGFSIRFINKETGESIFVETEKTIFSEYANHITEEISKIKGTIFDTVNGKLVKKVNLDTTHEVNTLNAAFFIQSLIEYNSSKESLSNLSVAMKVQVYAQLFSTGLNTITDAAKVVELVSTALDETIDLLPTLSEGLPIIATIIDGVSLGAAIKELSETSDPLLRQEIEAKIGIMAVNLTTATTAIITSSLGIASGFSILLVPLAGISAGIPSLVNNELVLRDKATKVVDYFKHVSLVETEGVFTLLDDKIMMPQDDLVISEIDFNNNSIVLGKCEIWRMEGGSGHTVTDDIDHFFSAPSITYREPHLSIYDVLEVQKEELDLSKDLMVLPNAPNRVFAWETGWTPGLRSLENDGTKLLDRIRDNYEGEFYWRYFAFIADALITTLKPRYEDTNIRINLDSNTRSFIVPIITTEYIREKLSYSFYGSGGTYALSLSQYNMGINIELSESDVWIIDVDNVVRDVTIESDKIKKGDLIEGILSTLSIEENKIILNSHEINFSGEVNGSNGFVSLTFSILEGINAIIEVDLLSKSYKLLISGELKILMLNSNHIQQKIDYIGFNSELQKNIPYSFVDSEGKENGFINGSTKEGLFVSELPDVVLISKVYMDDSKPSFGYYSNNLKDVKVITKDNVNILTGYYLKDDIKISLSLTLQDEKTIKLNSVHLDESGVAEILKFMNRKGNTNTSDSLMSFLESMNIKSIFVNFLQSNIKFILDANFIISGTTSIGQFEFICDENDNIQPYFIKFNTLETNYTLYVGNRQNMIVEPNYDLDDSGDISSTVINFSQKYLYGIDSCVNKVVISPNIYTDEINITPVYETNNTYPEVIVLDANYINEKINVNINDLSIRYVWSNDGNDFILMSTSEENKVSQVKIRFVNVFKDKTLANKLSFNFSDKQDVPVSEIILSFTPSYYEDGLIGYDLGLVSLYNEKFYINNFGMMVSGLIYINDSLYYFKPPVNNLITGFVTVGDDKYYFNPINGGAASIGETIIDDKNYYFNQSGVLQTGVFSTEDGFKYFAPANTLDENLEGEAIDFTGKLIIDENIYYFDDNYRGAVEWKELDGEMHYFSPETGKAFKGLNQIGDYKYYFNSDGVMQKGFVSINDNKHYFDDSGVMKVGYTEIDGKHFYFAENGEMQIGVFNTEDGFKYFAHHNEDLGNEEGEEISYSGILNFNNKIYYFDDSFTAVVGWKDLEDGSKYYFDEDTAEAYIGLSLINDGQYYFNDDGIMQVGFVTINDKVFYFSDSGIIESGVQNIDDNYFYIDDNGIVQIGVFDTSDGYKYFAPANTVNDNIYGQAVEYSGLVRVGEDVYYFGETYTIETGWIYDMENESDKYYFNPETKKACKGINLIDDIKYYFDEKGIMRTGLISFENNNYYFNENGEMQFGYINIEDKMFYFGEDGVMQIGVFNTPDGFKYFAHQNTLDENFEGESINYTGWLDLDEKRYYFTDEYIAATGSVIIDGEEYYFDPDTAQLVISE
# Rv3671c protease – Rv3671c serine protease inhibitors, primary screen, biochemical, fluorescence polarization, M. tuberculosis H37Rv. P9WHR9. inhibition, % at 5.96 µM. 320,000 compounds, 0.048% hits. AID 2606, 2010; in the data active means inhibition above about 38%;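 further: extracellular domain of Rv3671c used as enzyme; 0% = enzyme with DMSO and 100% = no enzyme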
# SARS 3CLpro inh – SARS-CoV 3CLpro protease inhibitors, primary screen, biochemical, quenched FRET; inhibition, % at 6 µM; 290,000 compounds, 0.14% hits; Replicase polyprotein 1ab (Severe acute respiratory syndrome coronavirus), P0C6X7; recombinant SARS-CoV 3CLpro, quenched FRET peptide cleavage; AID 1706, 2009; in the data active means inhibition above about 12%
# MazEF act – activators of E. coli MazEF toxin-antitoxin RNase, primary screen, biochemical, fluorescence, uHTS; Endoribonuclease toxin MazF (Escherichia coli (strain K12)), P0AE70; FAM/BHQ RNA-DNA oligo cleavage fluorescence, 5 h; activation, % at 20 µM; 350,000 compounds, 0.32% hits; in the data active means activation above about 50%
# Vc quorum ag – inducers of Vibrio cholerae quorum light production without autoinducers, primary screen, BH1578 luxS cqsA deficient, single point | AID 588436, 2011 | 350,000 compounds, 0.16% hits | activation, % at 18.7 µM | V. cholerae BH1578 lux reporter, luminescence, 6 h; in the data active means activation mostly above about 9.7%, no sharp cut-off; further: not every result past the cut was called active; inactives centre near 0; reference of the scale not given here
# Y pestis TopoI – Yersinia pestis topoisomerase I inhibitors, primary screen, biochemical, cleavage product accumulation, plate reader, single point. Y. pestis Topo-I cleavage product accumulation. activity, % at 10 µM. 360,000 compounds, 0.064% hits; in the data active means activity above about 50%, passing the limit was not always enough; further: inactives centre near 2
# DUSP3 inh – VHR1 phosphatase inhibitors, primary screen, biochemical, absorbance, uHTS | Dual specificity protein phosphatase 3 (Homo sapiens), P51452 | recombinant VHR phosphatase, pNPP absorbance | inhibition, % at 13.3 µM | 290,000 compounds, 0.52% hits | AID 1654, 2009; in the data active means inhibition above about 50%; further: some compounds called inactive have numbers as strong as hits
# PfHsp40 rescue – rescue of yeast from PfHsp40 toxicity, primary screen, S. cerevisiae, ATP luminescence | S. cerevisiae expressing PfHsp40, growth rescue | growth rescue, % at 12.5 µM | 340,000 compounds, 0.68% hits; in the data active means growth rescue above about 28%, passing the limit was not always enough;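 further: yeast W303a lacking pdr1 and pdr3 grown in galactose medium; growth measured after three days at 30 °C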
# Anthrax LF prot – Bacillus anthracis LF protease inhibitors, primary screen, biochemical, multiplex microsphere, MLPCN library | Lethal factor (Bacillus anthracis), P15917 | multiplex microsphere protease cleavage assay | inhibition, % at 10 µM | 360,000 compounds, 0.12% hits | AID 588501, 2011; in the data active means inhibition above about 30%; further: plate controls were buffer without enzyme for full effect and enzyme alone for no effect
# PriA SSB inh – inhibitors of Klebsiella pneumoniae PriA binding to SSB C-terminal tail, primary screen, biochemical, AlphaScreen; PriA–SSB C-terminal tail interaction (Klebsiella pneumoniae); AlphaScreen SSBct-PriA binding, biotinylated peptide; inhibition, % at 33 µM; 430,000 compounds, 0.6% hits; AID 1272365, 2023; in the data active means inhibition mostly above about 37%, no sharp cut-off; inactive means mostly below about 20%;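 further: plate controls were negative control peptide for no effect and reference peptide for full effect; strong numbers were not always called active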
# Active calls of the source: *; i = inactive; . = not tested or not shown.
Compound	TcdB GH inh	Anthrax LF prot	DUSP3 inh	SARS 3CLpro inh	PriA SSB inh	MazEF act	Vc quorum ag	PfHsp40 rescue	Y pestis TopoI	Rv3671c protease
C[C@H]1CN([C@@H](C)CO)C(=O)Cc2cc(NC(=O)CCC(F)(F)F)ccc2O[C@H]1CN(C)Cc1ccc(C(F)(F)F)cc1	0.8	4	.	.	16	6	0.0	15	36	0
Cc1cccc(OC(=O)c2cn(C)nc2C(F)(F)F)c1C	.	0	21	6	-19	12	-0.4	3.8	-1	-1
Cc1nc(-c2c(C(=O)NNC(=O)Nc3c(C)cccc3C)noc2C)cs1	0.2	-3	13	-5	5	8	0.7	7.4	-3	-4
S=c1sc2c(N3CCOCC3)ncnc2n1-c1ccccc1	0.9	-6	-8	-4	-1	9	-0.2	-0.3	2	6
O=c1cc(CNc2ccc(Br)cc2)nc2sccn12	1.5	-2	-7	-2	2	1	-4.8	-1.2	2	3
O=C(NCc1ccccc1)c1ccco1	.	3	0	1	-7	0	i	-0.4	4	1
O=C(c1ccc(OC2CCN(C(=O)c3cccnc3)CC2)cc1)N1CCCCCC1	0.7	-2	17	2	-9	3	0.4	0.1	9	-2
O=C(O)c1ccc(C2CCCCC2)cn1	.	6	-10	-4	116*	3	i	-0.1	1	-31
CC(C)N(C(=O)COC(=O)CNS(=O)(=O)c1ccccc1F)c1ccccc1	1.1	2	17	2	2	9	.	1.1	2	-2
COc1ccc(CNC(=O)[C@@H](NC(=O)C2CCN(C(=O)[C@@H](N)CCSC)CC2)C(C)C)cc1	1.0	-6	16	1	-16	0	-0.4	-0.8	-1	9
COC(=O)Cn1c2ccc(OC)cc2c2nc3ccccc3nc21	.	16	7	-6	-25	236*	.	-0.3	-5	-8
COc1cccc(N(CC(=O)Nc2ccc3c(c2)OCO3)S(=O)(=O)c2ccccc2)c1	.	-5	10	4	-2	4	0.3	-0.6	11	4

# Compound profiles, as listed above.
# `S=c1sc2c(N3CCOCC3)ncnc2n1-c1ccccc1` is listed as TcdB GH inh = 0.9; Anthrax LF prot = -6; DUSP3 inh = -8; SARS 3CLpro inh = -4; PriA SSB inh = -1; MazEF act = 9; Vc quorum ag = -0.2; PfHsp40 rescue = -0.3; Y pestis TopoI = 2; Rv3671c protease = 6
# `Cc1cccc(OC(=O)c2cn(C)nc2C(F)(F)F)c1C` is listed as TcdB GH inh = .; Anthrax LF prot = 0; DUSP3 inh = 21; SARS 3CLpro inh = 6; PriA SSB inh = -19; MazEF act = 12; Vc quorum ag = -0.4; PfHsp40 rescue = 3.8; Y pestis TopoI = -1; Rv3671c protease = -1

# (continued)
Compound	TcdB GH inh	Anthrax LF prot	DUSP3 inh	SARS 3CLpro inh	PriA SSB inh	MazEF act	Vc quorum ag	PfHsp40 rescue	Y pestis TopoI	Rv3671c protease
COc1ccc(CC(=O)Nc2nnc(C)s2)cc1	.	2	16	5	3	8	i	-0.4	2	-7
c1ccc(NN=C(c2ccccc2)c2cccs2)cc1	-0.7	0	.	.	.	-2	0.7	.	-4	.
CCN(/N=C/c1cccs1)c1cc(=O)n(C)c(=O)[nH]1	.	0	18	0	.	4	i	-0.3	1	3
O=C(COC(=O)C12CC3CC(CC(C3)C1)C2)Nc1ncc(Cl)cc1Cl	.	-14	-23	1	-4	0	-0.2	-0.5	36	0
O=C(Nc1ccccc1)Nc1nnc(/C=C/c2ccccc2Cl)s1	1.6	-1	45	4	8	-7	i	0.2	1	-4
Cc1cccc(NC(=O)CSCC(=O)Nc2cc(C(F)(F)F)ccc2N2CCOCC2)c1	2.8	-2	.	.	.	4	-0.5	.	-5	.
O=c1c(C/C=C/c2ccccc2)c(O)ccn1CCc1c[nH]c2ccccc12	-0.2	-8	15	3	21	3	-1.3	5.0	-10	-3
O=C(CC1C[C@H](C(=O)N2CCOCC2)[C@@]2(CCC3CCCC3)c3[nH]c4ccccc4c3CCN2C1=O)NCCN1CCOCC1 (stereo not given in full)	0.2	-1	.	.	-2	-4	-1.9	0.1	3	3
CCN1C/C(=C/c2sccc2C)c2nc3ccccc3c(C(=O)O)c2C1	0.8	-2	7	3	4	-15	0.9	0.5	2	1
O=C(Nc1ccc(NC(=O)c2cccs2)cc1Cl)c1ccco1	-0.2	4	15	0	-10	2	-0.5	-1.5	2	-2
CCOc1ccc(CCNC(=O)CCC(=O)Nc2ccc3nc(N4CCN(C)CC4)cc(C)c3c2)cc1OCC	0.0	-4	22	-2	0	-5	-0.3	-0.7	8	-16
CC(C)(C)OC(=O)N(CCc1ccccc1)Cc1ccccc1OCc1cccc(NC(=O)/C=C/c2ccccc2)c1	0.4	-9	.	.	-13	-24	-1.4	0.5	-1	.
O=C(Nc1ccc(Oc2ccccc2)nc1)C1CCN(Cc2cccc(F)c2)CC1	0.3	0	32	7	2	3	-0.8	0.8	-2	3
O=C(Nc1ccccc1Br)c1ccc(OC(=S)N2CCOCC2)cc1	0.6	-12	13	5	-10	10	-0.5	1.5	14	10
Cc1ccccc1CC(=O)N1CCC(CCC(=O)NC2CC2)CC1	-0.3	-3	.	.	.	2	-0.5	.	3	.
C=CCOC(=O)C1=C(C)NC(=O)NC1c1cn(-c2ccccc2)nc1-c1cccs1 (stereo not given)	.	-2	-9	-1	25	3	11	3.9	10	-10
CCNS(=O)(=O)c1ccc(CCC(=O)N2CCC(C)CC2)cc1	2.8	6	1	0	8	6	i	-1.4	-1	.
O=c1c2cc(NC(=S)N3CCCC3)ccc2nc2n1CCCCC2	1.7	-1	10	5	-8	2	-0.2	-1.0	-2	-3
O=C(c1ccc([N+](=O)[O-])cc1)N(Cc1ccccc1)Cc1ccccc1	-8.4	-4	.	.	5	9	11	8.3	26	.
O=C1COc2ccc(C(=O)COC(=O)/C=C/c3cccc(F)c3)cc2N1	1.1	4	1	4	-2	-41	i	-0.7	3	-6
COc1ccc(CCNc2nc(-c3ccccn3)cs2)cc1OC	0.2	-1	6	0	39*	2	-0.3	0.9	8	3
CCSC1=NN1c1cc(C)nc(N)n1	0.3	2	8	-2	7	-6	-0.6	0.3	6	3
COC(=O)C(NC(=O)C(CC(C)C)NC(=O)C1CCC(C)CC1)C(C)C (stereo not given)	.	1	15	6	-7	3	i	-0.2	-1	8
OCCNCc1cc(Br)ccc1OCc1ccccc1	0.8	-2	-12	-2	2	2	-0.6	-1.5	6	1
CCc1nc2c(OCc3ccccc3)cccn2c1N(C)C(=O)c1ccc2c(c1)OCO2	0.3	0	.	.	.	.	-0.4	.	-5	.
O=C(Nc1nncs1)c1cc(S(=O)(=O)N2CCOCC2)ccc1Cl	0.7	-2	25	-5	-1	7	-1.5	0.5	-3	-11
CCCCOC(=O)C1=C(C)Nc2ncnn2C1c1cc(OC)ccc1OC (stereo not given)	.	-12	20	-1	-7	7	i	-0.8	-4	1
COc1ccc(Nc2nc(-c3cccc(OC)c3O)nc3ccccc23)cc1	1.3	7	6	5	12	4	1.5	1.5	-28	.
Cc1ccc(-c2nnc3cccc(Cl)n23)cc1	0.7	2	-6	5	-7	2	-2.2	-0.9	10	-4
CN=c1scc(C)n1/N=C/c1ccc(O)cc1O	.	-1	11	0	.	3	i	2.3	0	7
COc1ccc(S(=O)(=O)Nc2cccc(S(=O)(=O)NC3=NCCC3)c2)cc1[N+](=O)[O-]	1.9	0	.	.	4	-1	-1.6	0.5	-8	-3
NS(=O)(=O)c1ccc(CNC(=O)c2cc(-c3cccs3)nc3ccccc23)cc1	-0.2	-1	-15	4	5	-10	i	0.5	-7	-11
COC(=O)c1c(C)oc2ccc(N(C(=O)Oc3ccccc3)S(=O)(=O)c3ccccc3)cc12	1.0	0	23	0	-3	-28	-0.1	0.0	21	-30
Brc1ccccc1-n1nnc(-c2cnc3ccccc3c2)n1	0.7	3	.	.	8	-7	0.8	-1.6	-9	-13
Cc1ccc(NC(=O)C(=O)NCCN2CCN(C(=S)Nc3ccccc3)CC2)cc1	.	-3	-1	-1	-19	-4	-0.6	-1.2	3	10
O=C(Nc1ccc2c(c1)OCO2)C1CCN(S(=O)(=O)c2ccc3c(c2)OCCO3)CC1	.	-2	17	1	2	2	-12	-2.3	-9	11
CCN1CCCC1CNC(=O)C1CCN(Cc2nc(-c3cccc(Br)c3)oc2C)CC1 (stereo not given)	.	-2	44	-6	2	3	i	0.3	2	0
CN(C)CCNC(=O)C12CC3(C)CC(C)(CC(C)(C3)C1)C2	.	.	2	-3	-10	-2	-2.6	-2.3	-6	2
Cc1ccc(/C(=N/Nc2nc3ccccc3s2)C2=C(O)c3ccccc3C2=O)cc1	0.5	5	6	0	.	9	-0.4	0.9	10	-1
CCOC(=O)C1=NN(c2ccc(Cl)cc2)/C(=C/C2=NCCc3cc(OC)c(OC)cc32)S1	1.8	-5	-15	-3	7	-6	-0.7	1.5	-1	3
COc1ccc(CCNC(=O)C2(C)CCC(=O)N2Cc2ccc(F)cc2Cl)cc1OC (stereo not given)	0.5	-26	-19	-2	0	0	i	0.9	0	5
Cc1cccc(C2=NN(c3ccccc3)[C@@H](C(=O)N3CCOC3=O)[C@@H]2c2ccc(Cl)cc2)c1	0.3	-3	.	.	-14	-21	i	-0.8	-22	.
Cn1c2ccccc2c2cnn(CC(=O)N3CCCCC3)c(=O)c21	0.7	-7	12	0	1	3	-2.1	3.0	6	9
Cc1ccccc1NC(=O)Cc1nnc(SCc2ccc(Cl)c(Cl)c2)n1C	.	1	-4	4	4	-5	-2.9	0.4	45	1
Cn1cnc(S(=O)(=O)NC2CCN(Cc3ccccc3)CC2)c1	0.7	-1	5	-2	11	6	-0.2	-1.5	-5	-5
COC(=O)/C=C1/N/C(=N\c2nc(C)cc(C)n2)N(c2ccc(Cl)cc2)C1=O	.	-3	3	-2	.	8	-0.2	0.4	0	10
Cc1cc(C)c(S(=O)(=O)CCC(C)C)c(=O)[nH]1	-1.6	-5	-17	5	2	11	i	-0.4	4	-6
CC(=O)c1cccc(NC(=O)C2CCCC2)c1	.	-2	4	4	-11	-2	i	0.0	-2	-11
CC1(c2cccc(Br)c2)NC(=O)N(CC(=O)Nc2ccc(N3CCCCC3)cc2)C1=O (stereo not given)	-1.2	-11	.	.	.	3	-1.2	.	3	.
COC(=O)c1ccc(CSc2nc(C(F)(F)F)c3c(c2C#N)CCC3)o1	.	0	23	2	-50	2	i	4.7	10	-2
Cc1ccc2c(c1)N(CC(=O)NC1CCCC(C)C1C)C(=O)c1cccnc1O2 (stereo not given)	2.6	2	2	6	-7	10	-0.1	-0.6	18	-6
COc1ccc(C2=NOC(C(=O)N3CCCCCC3)C2)cc1OC (stereo not given)	1.1	-4	29	-2	-3	1	-0.2	0.5	3	2
CN(CCCNC(=O)c1cn(C)c2ccc(S(=O)(=O)N(C)C)cc2c1=O)c1ccccc1	0.5	-1	12	-4	2	4	-0.9	0.8	1	-4
O=C(CNC(=O)c1ccco1)Nc1ccncc1	1.7	-6	.	.	2	5	-1.2	-1.8	7	0

# Bioassay records (PubChem)

# These rows are one share of the data. The share of hits here may be higher or lower than overall.
